Source: PubChem
GluA2 TARP mod: modulators of GluA2-stargazin AMPA receptor complexes, primary screen, cell-based, membrane potential dye | Voltage-dependent calcium channel gamma-2 subunit (Mus musculus) + Glutamate receptor 2 … | HEK293 GluA2+stargazin, membrane potential dye (FDSS), glutamate EC50; hits were called plate by plate, in both directions | 3.5% of 40,000 active | calls only at 30 µM | AID 1259245, 2017;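 active = any of four per-well response measures lying three or more SD from its plate-wide compound average, in either direction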
Target sequence (O88602 whole entry, looked up): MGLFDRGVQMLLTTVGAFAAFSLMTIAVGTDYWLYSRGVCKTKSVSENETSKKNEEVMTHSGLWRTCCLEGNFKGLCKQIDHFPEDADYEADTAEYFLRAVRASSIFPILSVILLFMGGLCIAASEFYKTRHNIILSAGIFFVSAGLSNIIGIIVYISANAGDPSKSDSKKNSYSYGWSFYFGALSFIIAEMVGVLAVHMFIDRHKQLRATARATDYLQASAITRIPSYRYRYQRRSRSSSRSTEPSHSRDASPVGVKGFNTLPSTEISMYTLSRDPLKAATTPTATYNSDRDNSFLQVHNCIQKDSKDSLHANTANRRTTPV
Target sequence (P19491 whole entry, looked up): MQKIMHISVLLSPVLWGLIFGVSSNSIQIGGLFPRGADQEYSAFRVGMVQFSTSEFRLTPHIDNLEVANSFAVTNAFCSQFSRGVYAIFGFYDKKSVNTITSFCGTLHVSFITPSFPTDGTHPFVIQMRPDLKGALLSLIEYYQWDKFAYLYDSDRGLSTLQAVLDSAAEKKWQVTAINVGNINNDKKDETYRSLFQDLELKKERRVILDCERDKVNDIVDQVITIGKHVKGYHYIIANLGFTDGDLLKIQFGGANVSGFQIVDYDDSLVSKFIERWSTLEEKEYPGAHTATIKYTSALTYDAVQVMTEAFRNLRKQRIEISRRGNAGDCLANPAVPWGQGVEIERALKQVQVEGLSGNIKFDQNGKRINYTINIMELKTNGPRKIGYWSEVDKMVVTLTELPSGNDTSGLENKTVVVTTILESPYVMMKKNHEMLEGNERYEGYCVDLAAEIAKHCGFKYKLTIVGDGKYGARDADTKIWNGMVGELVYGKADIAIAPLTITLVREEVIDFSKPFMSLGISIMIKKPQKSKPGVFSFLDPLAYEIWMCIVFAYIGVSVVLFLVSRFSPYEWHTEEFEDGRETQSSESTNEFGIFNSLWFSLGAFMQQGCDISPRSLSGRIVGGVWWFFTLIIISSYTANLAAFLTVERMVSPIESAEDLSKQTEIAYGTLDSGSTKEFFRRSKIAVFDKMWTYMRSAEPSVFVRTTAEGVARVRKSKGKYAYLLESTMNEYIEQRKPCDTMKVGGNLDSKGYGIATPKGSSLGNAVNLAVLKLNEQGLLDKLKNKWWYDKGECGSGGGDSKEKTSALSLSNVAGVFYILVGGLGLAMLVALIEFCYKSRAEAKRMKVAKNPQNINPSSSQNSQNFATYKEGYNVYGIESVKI
GluA2 TARP mod agonism max-min: also measured in GluA2 TARP mod; calls as there; compound max-min signal; compound-alone response (agonism);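 unitless range of fluorescence divided by baseline over first 100 seconds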
GluA2 TARP mod glutamate slope: recorded beside GluA2 TARP mod, whose call it bears; glutamate slope, % of max; measured here: glutamate response slope, % max;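 scaled per plate between vehicle wells and maximal 1 mM glutamate control wells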
Starred values were filed as active, the others as inactive; i = inactive; + = active, no number; & = joins results of further samples. The list is partial. The share of hits here may be higher or lower than overall.

SMILES	GluA2 TARP mod	GluA2 TARP mod agonism max-min	GluA2 TARP mod glutamate slope
COc1ccc(C(=O)CSc2nccn(-c3cccc(F)c3)c2=O)cc1OC	i	0.0857	44.6
O=C(CSc1ccc(NC(=O)C2CC2)nn1)Nc1ccc2c(c1)OCCO2	i	0.0909	37.6
CNC(=O)c1ccsc1NC(=O)CCS(=O)(=O)c1ccc(OC)cc1	i	0.0755	68.0
O=C(CCCCn1c(=O)[nH]c2ccccc2c1=O)N1CCN(c2cccc(C(F)(F)F)c2)CC1	i	0.0892	46.1
COCCN1CCC(CNS(=O)(=O)c2ccc(NC(=O)C(C)C)cc2)CC1	i	0.067	46.7
O=C(NCc1cccc2ccccc12)N(CCc1ccccc1)Cc1ccccn1	+	0.0895*	75.8*
O=C1CCCCN1c1ccc(NS(=O)(=O)c2ccccc2F)cc1	i	0.0594	50.5
CC(=O)Nc1ccc(NC(=O)CSc2ccc(NC(=O)c3cccc(F)c3)nn2)cc1	i	0.0463	40.4
COc1ccc(/C=C2\SC(=S)N(NC(=O)c3cccc([N+](=O)[O-])c3)C2=O)cc1OC	i	0.176	71.3
O=C(NCCS(=O)(=O)N1CCN(c2ncccn2)CC1)Nc1cccs1	i	0.112	65.2
Cc1cc(N)n(-c2ccccc2)n1	i	0.0657	53.7
O=C(Cc1csc(NC(=O)c2ccc(=O)[nH]c2)n1)Nc1ccc(OC(F)(F)F)cc1	i	0.0921	47.3
O=C(Cn1cnc(-c2cccs2)cc1=O)N1CCc2ccccc21	i	0.109	56.8
CCOC(=O)N1CCc2c(sc(NC(=O)CC)c2-c2nc3ccccc3s2)C1	i	0.0493	50.0
CC1CN(C)CCN1CC1CCN(C(=O)C2CCCCC2)CC1 (centres undefined)	i	0.0464	45.3
CCc1nc2sc(C(c3ccco3)N3CCC4(CC3)OCCO4)c(O)n2n1 (centres undefined)	i	0.0523	49.8
Cn1c(=O)n(CC(=O)O)c(=O)c2c1nc1n2CCCN1c1ccc(F)cc1	i	0.0642	31.9
O=C(NCCNC(=O)c1cccc(Cl)c1)c1ccc(NC(=O)C2CC2)cc1	i	0.0913	49.7
CN1CCc2cc(C(CNS(=O)(=O)c3cccs3)N3CCCC3)ccc21 (centres undefined)	i	0.0411	48.1
CC(=O)Nc1ccc(S(=O)(=O)N2CCN(Cc3nc(-c4ccco4)cs3)CC2)cc1	i	0.124	58.2
COc1ccc(NC(=O)Cn2cc(OC)c(=O)cc2CSc2ccccc2)cc1	i	0.112	54.1
COc1cccc2sc(N(CCCN(C)C)C(=O)c3cc(C)n(C)n3)nc12	i	0.141	49.2
COc1ccccc1-c1ccc(N2CCC(C(=O)N3c4ccccc4CC3C)CC2)nn1 (centres undefined)	i	0.108	75.9
O=C(CCn1ccc(=O)[nH]c1=O)N1CCN(Cc2nc(-c3ccccc3)cs2)CC1	i	0.14	49.9
O=C(NCCn1ncc2c(N3CCCCC3)ncnc21)C1CC(=O)N(c2ccccc2)C1 (centres undefined)	i	0.0647	67.3

Limited to GluA2 TARP mod agonism max-min and GluA2 TARP mod glutamate slope, for 4 of the compounds above:
structure,GluA2 TARP mod agonism max-min,GluA2 TARP mod glutamate slope
O=C(NCCS(=O)(=O)N1CCN(c2ncccn2)CC1)Nc1cccs1,0.112,65.2
CC1CN(C)CCN1CC1CCN(C(=O)C2CCCCC2)CC1 (centres undefined),0.0464,45.3
O=C(NCCNC(=O)c1cccc(Cl)c1)c1ccc(NC(=O)C2CC2)cc1,0.0913,49.7
COc1ccc(NC(=O)Cn2cc(OC)c(=O)cc2CSc2ccccc2)cc1,0.112,54.1

Quoted at random: 3 entries already listed.
SMILES	GluA2 TARP mod	GluA2 TARP mod agonism max-min	GluA2 TARP mod glutamate slope
COc1ccc(/C=C2\SC(=S)N(NC(=O)c3cccc([N+](=O)[O-])c3)C2=O)cc1OC	i	0.176	71.3
COc1cccc2sc(N(CCCN(C)C)C(=O)c3cc(C)n(C)n3)nc12	i	0.141	49.2
CCOC(=O)N1CCc2c(sc(NC(=O)CC)c2-c2nc3ccccc3s2)C1	i	0.0493	50.0

Next part:
SMILES	GluA2 TARP mod	GluA2 TARP mod agonism max-min	GluA2 TARP mod glutamate slope
O=C(NCC1CCN(c2cnccn2)CC1)C(=O)Nc1cccc(N2CCCCC2=O)c1	i	0.14	69.1
O=C(CC(C(=O)O)N1CCCCC1)Nc1ccc(F)cc1F (centres undefined)	i	0.0447	59.0
CCOc1ccc(N2CC(C)Cn3c2nc2c3c(=O)n(Cc3ccccc3)c(=O)n2C)cc1 (centres undefined)	i	0.145	59.4
COC(=O)c1ccccc1NC(=O)CSc1nccnc1N1CCSCC1	+	0.0558*	67.6*
CC(=O)Cc1nsc(NC(=O)c2ccc(-c3ccccc3F)o2)n1	i	0.122	57.1
COc1ccc2sc(N(Cc3ccccn3)C(=O)c3ccn(C)n3)nc2c1	i	0.098	47.9
COc1ccccc1OCC(=O)NCCCN1CCOC(c2ccccc2)C1 (centres undefined)	i	0.0434	46.5
CCOC(=O)Cc1csc(NC(=O)Cc2cc(-c3cccc(OC)c3)on2)n1	i	0.0984	57.6
CCOc1ccc(NS(=O)(=O)c2c(-c3ccccc3)csc2C(=O)OC)cc1	i	0.097	69.4
CC1CC(C)CN(c2cc(=O)n(-c3ccccc3Cl)c(=O)[nH]2)C1 (centres undefined)	i	0.0394	48.1
O=C(c1ccc([N+](=O)[O-])cc1)N(CCN1CCOCC1)c1nc2c(F)cc(F)cc2s1	i	0.0551	51.9
CCOC(=O)c1sc(=NC(=O)c2cc(C)nn2CC)n(C)c1C	i	0.134	48.8
CC(C)(C)c1ccc(NC(=O)N2CC3CC2C(=O)O3)cc1 (centres undefined)	i	0.104	55.2
CCc1ccccc1OCC(=O)NCCc1ccc(OC)c(OC)c1	i	0.061	66.3
NC(=O)C1Cc2ccccc2N1C(=O)Cc1cccs1 (centres undefined)	i	0.104	57.3
O=C(NCC1(O)CCCC1)c1cccc(Br)c1	i	0.0834	58.1
CC(C)c1ccc(OCC(=O)Nn2cnc3c(cnn3C(C)(C)C)c2=O)cc1	i	0.0245	49.6
O=C(C(=O)N1CCCC1)c1cn(CC(=O)N2CCOCC2)c2ccccc12	i	0.0606	62.7
CCc1cccc(CC)c1NC(=O)c1ccccc1	i	0.0586	70.8
O=C(Cc1ccc(NS(=O)(=O)c2cccnc2)cc1)N1CCCC1	i	0.117	50.9
O=c1nc(SCc2csc(-c3ccccc3)n2)c2c(n1CCCO)CCC2	i	0.0383	57.0
COc1ccc(NC(=O)c2ccc(Cl)c(S(=O)(=O)N3CCOCC3)c2)c(OC)c1	i	0.124	41.5
O=C(Cn1cnc2ccccc21)NCCn1ncc2c(N3CCN(c4ccc(F)cc4)CC3)ncnc21	i	0.112	66.8
Cc1cc(=O)n(CC(=O)Nc2ccc3c(c2)Cc2ccccc2-3)cn1	i	0.106	64.0
O=C(Nc1nnc(-c2ccc(Br)s2)o1)C1CCCN1S(=O)(=O)c1cccs1 (centres undefined)	i	0.0867	45.9

Following part
SMILES	GluA2 TARP mod	GluA2 TARP mod agonism max-min	GluA2 TARP mod glutamate slope
Cc1cc(NC(=O)COc2ccc(Cl)cc2)n(C2CCS(=O)(=O)C2)n1 (centres undefined)	i	0.0349	38.2
NC(=O)Cn1nnn(-c2ccc(NC(=O)c3ccsc3)cc2)c1=O	i	0.153	81.9
Cc1cc(C)c(NC(=O)CCc2sc(C)nc2-c2cccs2)c(Cl)c1	i	0.0828	47.4
CCOC(=O)c1ccccc1NC(=O)Cn1cc(OC)c(=O)cc1CSc1ncccn1	i	0.0442	56.4
CN(Cc1ccccc1)S(=O)(=O)c1ccc(-c2nc(C#N)c(NC3CC3)o2)cc1	i	0.112	63.5
Cc1nc(-c2cccs2)c(CCC(=O)NC2CCCCC2)s1	i	0.0533	35.4
Cc1ccc(NC(=O)N2CCN(c3cc(-n4ccnc4C)ncn3)CC2)cc1F	i	0.0761	44.8
O=C(C1CCCCC1)N(CCN1CCOCC1)c1nc2c(F)cccc2s1	i	0.0592	64.1
COCCN1COc2ccc3c(=O)c(-c4ccc(Cl)cc4)c(C(F)(F)F)oc3c2C1	i	0.1	41.1
COc1ccc(N2CCN(C(CNS(=O)(=O)c3ccc(OC)c(C)c3)c3cccnc3)CC2)cc1 (centres undefined)	i	0.132	57.9
Cc1cc(N2CCCCC2)nc(N2CCN(C(=O)c3ccccc3)CC2)n1	+	0.194*	71.3*
O=C(Cn1c(=O)oc2ccccc21)NCCn1nc(-c2cccnc2)ccc1=O	i	0.0894	61.6
Cn1ccnc1N1CCN(C(=O)CC23CC4CC(CC(C4)C2)C3)CC1	i	0.0465	54.6
O=C(NCC(O)(c1cccs1)C1CC1)C1c2ccccc2Oc2ccccc21 (centres undefined)	+	0.103*	60.4*
Cc1ccc(NC(=O)c2ccc(S(=O)(=O)c3ccc(Cl)cc3)nc2)cc1F	i	0.0651	39.3
Cc1ccc(S(=O)(=O)NCC2CCN(C)CC2)s1	i	0.0801	62.9
CS(=O)(=O)N1CCCc2cc(NC(=O)C34CC5CC(CC(C5)C3)C4)ccc21	i	0.0202	28.7
O=C(Nc1ccc(N2CCCCS2(=O)=O)cc1)OCc1ccccc1	i	0.0966	60.1
CCOc1nn(CC)cc1-c1nnc(SCC(=O)Nc2ccc3c(c2)OCO3)n1CCOC	i	0.043	37.0
O=C(Nc1ccc(F)cc1)N1CCN(Cc2nc(-c3ccco3)cs2)CC1	i	0.154	57.7
CCOc1ccccc1NC(=O)CSc1nnnn1-c1ccccc1C(F)(F)F	i	0.0637&0.0394	67.3&136.5
O=S(=O)(/N=C(\c1ccccc1)N1CCCCCC1)c1ccc(F)cc1	i	0.0403	49.6
Cc1ccc(CC(=O)Nc2sccc2-c2nc3ccccc3s2)cc1	i	0.0971	79.4
COc1ccc(C)c2sc(N(CCN3CCOCC3)C(=O)c3ccccc3Cl)nc12	i	0.119	73.0
CCCC(=O)N1CCC2(CC1)NC(=O)N(CCOc1ccccc1)C2=O	i	0.038	23.8

Continued (six carried over from the part before).
SMILES	GluA2 TARP mod	GluA2 TARP mod agonism max-min	GluA2 TARP mod glutamate slope
O=C(Nc1ccc(F)cc1)N1CCN(Cc2nc(-c3ccco3)cs2)CC1	i	0.154	57.7
CCOc1ccccc1NC(=O)CSc1nnnn1-c1ccccc1C(F)(F)F	i	0.0637&0.0394	67.3&136.5
O=S(=O)(/N=C(\c1ccccc1)N1CCCCCC1)c1ccc(F)cc1	i	0.0403	49.6
Cc1ccc(CC(=O)Nc2sccc2-c2nc3ccccc3s2)cc1	i	0.0971	79.4
COc1ccc(C)c2sc(N(CCN3CCOCC3)C(=O)c3ccccc3Cl)nc12	i	0.119	73.0
CCCC(=O)N1CCC2(CC1)NC(=O)N(CCOc1ccccc1)C2=O	i	0.038	23.8
CSc1ccccc1NC(=O)c1ccc(=O)n(Cc2ccccc2F)c1	i	0.0305	45.0
CCOc1cc(S(=O)(=O)N2CCN(CCO)CC2)ccc1Cl	i	0.0955	51.9
O=C(NCC(c1ccc(F)cc1)N1CCOCC1)C(=O)Nc1cccc([N+](=O)[O-])c1 (centres undefined)	i	0.119	48.5
CNS(=O)(=O)c1c(C)cc(C)c(N(C)S(=O)(=O)c2ccc(Cl)cc2)c1C	i	0.0505	48.9
Cn1nc(-c2ccc(NC(=O)C3c4ccccc4Oc4ccccc43)cc2)ccc1=O	i	0.0474	35.0
CC1CCN(C(=O)CSc2nnc(-c3cccnc3)o2)CC1	i	0.0951	59.4
O=C(NCCOc1ccc(-c2cccs2)nn1)NC1CCCCC1	i	0.0333	58.7
Cc1cccc(-n2c(C)c(C)n3c4c(=O)n(CCN5CCOCC5)c(=O)n(C)c4nc23)c1	i	0.112	75.8
Cc1ccc(NCCNC(=O)CCCc2ccccc2)nn1	i	0.119	59.1
NC(=O)CSc1nc(-c2ccccc2)c(NC(=O)c2ccc(F)cc2F)s1	i	0.0886	48.5
Cc1c(C(=O)Nc2ccc3c(c2)CCCN3S(C)(=O)=O)cccc1[N+](=O)[O-]	i	0.087	59.2
O=C(Nc1ccc2c(c1)CN(C(=O)C1CC1)CC2)c1ccsc1	i	0.0664	60.5
O=C(NC1CCCC1)C(=O)N1CCN(c2cccc(Cl)c2)CC1	i	0.122	67.4
COc1cccc(-c2ccc(=O)n(CCCC(=O)Nc3ccc(NC(C)=O)cc3)n2)c1	i	0.0444	27.3
O=C(NCc1ccccc1F)c1cc(N2C(=O)CCS2(=O)=O)ccc1Cl	i	0.127	73.2
Cc1cc(C(=O)Nc2cccc(-c3nc4ccccc4[nH]3)c2)on1	i	0.0581	40.9
c1ccc(CNc2nc(N3CCOCC3)nc(N3CCOCC3)n2)cc1	i	0.0585	44.9
COc1ccc(C)cc1NC(=O)Nc1ccc(Nc2cc(-n3ccnc3)nc(C)n2)cc1	i	0.0917	59.6
O=C(Cc1ccc(NC(=O)c2ccccc2F)cc1)NCc1cccs1	i	0.0824	57.2
COC(=O)Nc1ccc(OC)c(N2CCCCC2=O)c1	i	0.051	53.7
O=C(Cc1csc(Nc2cccc(C(F)(F)F)c2)n1)N1CCN(c2ccccn2)CC1	i	0.107	69.4
O=C(NCCCn1ccnc1)C(=O)Nc1ccc(F)c(Cl)c1	i	0.092	66.3
COc1ccc(-c2csc3ncn(-c4ccc(C)cc4)c(=O)c23)cc1OC	i	0.0328	54.4
Cc1nnc2ccc(N3CCN(S(=O)(=O)c4ccc(-c5ccccc5)cc4)CC3)nn12	i	0.115	41.8
Cc1cc(C)c2nc(N(Cc3ccccn3)C(=O)Cc3ccc(S(C)(=O)=O)cc3)sc2c1	i	0.0572	54.4
O=C(NCc1ccccc1Cl)C(=O)Nc1ccc(N2CCCS2(=O)=O)cc1	i	0.0348	41.6
CCc1nnc2ccc(OCCNC(=O)COc3ccc(OC)cc3)nn12	i	0.0671	54.9
CC(=O)c1cccc(Nc2cc(C)nc(-n3cc([N+](=O)[O-])cn3)n2)c1	i	0.147	61.6
